# Source: PubChem (several laboratories)
# GC-B act: human GC-B receptor activators, primary screen, HEK293 GC-B cells, cGMP TR-FRET, EC30 CNP; Atrial natriuretic peptide receptor 2 (Homo sapiens), P20594; 0% at EC30 CNP, 100% saturating CNP; activation, % at 10 µM; 370,000 compounds, 0.11% hits; AID 1920062, 2024;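 active = activation at 10 µM reaching about 35% in either raw or pattern-adjusted values, limit read from the data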
# Target sequence (P20594 whole entry, looked up): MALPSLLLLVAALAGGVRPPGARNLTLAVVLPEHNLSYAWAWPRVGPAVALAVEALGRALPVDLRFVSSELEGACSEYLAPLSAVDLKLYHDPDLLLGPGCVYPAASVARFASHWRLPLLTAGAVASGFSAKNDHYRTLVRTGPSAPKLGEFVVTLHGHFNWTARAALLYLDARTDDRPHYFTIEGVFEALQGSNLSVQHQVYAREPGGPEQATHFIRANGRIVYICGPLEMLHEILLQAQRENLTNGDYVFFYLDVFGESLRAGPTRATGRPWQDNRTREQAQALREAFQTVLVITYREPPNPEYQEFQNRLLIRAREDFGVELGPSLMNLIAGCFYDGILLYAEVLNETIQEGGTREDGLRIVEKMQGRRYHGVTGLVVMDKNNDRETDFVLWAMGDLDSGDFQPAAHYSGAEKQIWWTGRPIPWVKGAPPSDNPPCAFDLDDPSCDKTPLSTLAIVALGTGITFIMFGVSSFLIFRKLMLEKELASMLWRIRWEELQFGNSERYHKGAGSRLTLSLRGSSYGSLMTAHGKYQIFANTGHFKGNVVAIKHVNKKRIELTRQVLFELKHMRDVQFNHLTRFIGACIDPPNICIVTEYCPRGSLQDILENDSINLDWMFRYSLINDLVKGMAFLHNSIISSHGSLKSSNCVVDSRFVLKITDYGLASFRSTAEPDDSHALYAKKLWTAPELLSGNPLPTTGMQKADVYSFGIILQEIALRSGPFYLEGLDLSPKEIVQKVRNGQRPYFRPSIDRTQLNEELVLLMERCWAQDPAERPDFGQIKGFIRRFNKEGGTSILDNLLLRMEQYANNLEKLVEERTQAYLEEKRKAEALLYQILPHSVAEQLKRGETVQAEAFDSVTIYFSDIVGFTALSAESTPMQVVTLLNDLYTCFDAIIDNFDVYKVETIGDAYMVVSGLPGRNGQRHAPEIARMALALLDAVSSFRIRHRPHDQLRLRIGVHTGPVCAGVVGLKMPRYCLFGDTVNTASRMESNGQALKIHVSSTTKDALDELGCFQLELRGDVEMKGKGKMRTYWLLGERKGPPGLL
# TDP2 inh: human TDP2 enzyme inhibitors, primary screen, biochemical, epi absorbance, recombinant enzyme | T5PNP hydrolysis, p-nitrophenol absorbance 415 nm | inhibition, % at 12.8 µM | 370,000 compounds, 0.34% hits;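 active = inhibition above the mean of all tested compounds plus 3 SD, set per campaign, cut at about 25% in these data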;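 note: 0% = DMSO with enzyme and 100% = buffer with substrate but no TDP2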
#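 Assay system: Recombinant human TDP2 | Quantity: 120 nM TDP2 per well | Incubation: 2 h at 37 °C | Signal: Epi absorbance | Evaluation: Percent inhibition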
# HTRA1 inhibitor: HTRA1 serine protease inhibitors, primary screen, biochemical, fluorescence polarization, HTS; recombinant HTRA1, FP-rhodamine activity-based probe; inhibition, % at 5.96 µM; 340,000 compounds, 0.5% hits; AID 504803, 2011; Q92743; in the data active = inhibition above about 36%;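 note: 0% = enzyme with DMSO and 100% = wells lacking enzyme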
# SIAE primary: human SIAE inhibitors, primary screen, biochemical, fluorescence polarization, FP-Rh probe, 1536-well HTS; 370,000 compounds, 0.69% hits; inhibition, % at 9.66 µM; SIAE FP-Rh probe binding;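 active = inhibition above a cutoff: mean of compounds within the control limits plus 3 SD of those, cut at about 17% in these data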;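 note: 0% = plate median of compound wells and 100% = probe without SIAE protein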
# rCAG binder: binders of r(CAG) RNA repeats, primary screen, biochemical, fluorescence | r(CAG) RNA repeat, TO-PRO-1 dye displacement fluorescence | inhibition, % at 3 µM | 370,000 compounds, 1.3% hits | AID 651821, 2012;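 active = inhibition above the plate cutoff, the mean of all test compounds on that plate plus 3 SD, cut at about 35% in these data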;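 note: 0% = DMSO alone and 100% = 100 µM mitoxantrone as full dye displacement; higher means more dye released from RNA so lower well fluorescence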
# LEDGF integ inh: blockers of LEDGF/p75-dependent integrase strand transfer – biochemical, TR-FRET, high throughput, primary screen. inhibition, % at 3.7 µM. 370,000 compounds, 0.64% hits. TR-FRET IN-LEDGF/p75 DNA integration, Eu/Cy5. HIV-1 integrase (with human LEDGF/p75);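 active = inhibition above the screen-wide mean plus 3 SD, cut at about 13% in these data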;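 note: signal is the Cy5 over europium emission ratio at 671 and 618 nm; 0% = plate median of compound wells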
# mABHD4 FP: ABHD4 inhibitors, primary screen, biochemical, fluorescence polarization, mouse. purified mABHD4, FP-Rh probe fluorescence polarization. inhibition, % at 8.92 µM. (Lyso)-N-acylphosphatidylethanolamine lipase (Mus musculus), Q8VD66. 370,000 compounds, 0.54% hits. AID 720543, 2013;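 active = inhibition exceeding the mean over every tested compound plus 3 SD, cut at about 30% in these data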;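 note: 0% = plate median of compound wells and 100% = S159A mutant with DMSO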
#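 Assay system: mABHD4 protein; medium: HEPES pH 7.0, NaCl, Pluronic buffer; dosing: 8.92 µM, single dose; schedule: 45 min + 60 min at 25 °C; signal: FP readout, ex 525 nm / em 598 nm; read-out: normalized percent inhibition of probe labeling; repeats: single replicate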
# PRMT1 FP inh: PRMT1 methyltransferase inhibitors, primary screen, biochemical, fluorescence polarization; Protein arginine N-methyltransferase 1 (Homo sapiens), Q99873; recombinant PRMT1, activity-based probe fluorescence polarization; inhibition, % at 2.79 µM; 370,000 compounds, 1.3% hits; AID 652257, 2013;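 active = inhibition above about 21% made by adding two undisclosed values, limit read from the data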
# TCR-CD3 inh: inhibitors of human TCR-CD3 interaction, primary screen, biochemical, fluorescence, TAMRA-labeled TCR probe | T-cell receptor (TCR) | 360,000 compounds, 0.37% hits | inhibition, % at 9.4 µM | AID 651800, 2012; in the data active = inhibition above about 19%;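 note: recombinant mutant TCR 2C K166C tagged with TAMRA read by polarization; 0% = receptor in buffer alone and 100% = receptor with positive control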
# MBD2 inh: inhibitors of MBD2 binding to methylated DNA, primary screen, biochemical, TR-FRET, DNA-binding domain, human. inhibition, % at 4.4 µM. Methyl-CpG-binding domain protein 2 (Homo sapiens), Q9UBB5. 370,000 compounds, 0.31% hits. MBD2 binding to methylated oligonucleotide; in the data active = inhibition above about 13%
# The depositor's hits bear a star; . = no result given. This is a subset (hit frequency here may not be typical).
SMILES,GC-B act,TDP2 inh,HTRA1 inhibitor,SIAE primary,rCAG binder,LEDGF integ inh,mABHD4 FP,PRMT1 FP inh,TCR-CD3 inh,MBD2 inh
Cc1cc(-c2nnc(CCC(=O)NCC(C)c3ccccc3)o2)no1 (stereo not given),1,-10,-9,-4,-3,0,-6,-3,2,-1
Cc1ccc(CCc2nnc(SCC(=O)Nc3cccc(Cl)c3)n2-c2ccccc2)o1,-9,7,-7,5,-2,1,-3,2,5,-1
Cc1nn(C)c(C(=O)N/N=C/c2cc3c(cc2Br)OCO3)c1Br,-4,8,-3,2,-1,-2,7,-1,3,-2
Cc1ccccc1NCC(=O)N/N=C/c1c[nH]c2ccccc12,-7,-4,15,7,11,5,9,0,3,2
O=C(NCc1cccs1)c1ccc2c(c1)ncn2C1CCCC1,0,8,1,7,-3,-1,-3,2,3,-3
CCCCC(=O)Nc1ccc(NC(=O)c2ccc([N+](=O)[O-])cc2Cl)cc1OC,2,10,2,-5,-5,2,4,1,-1,1
O=C1c2ccccc2NC(c2ccc(F)cc2)N1Cc1ccco1 (stereo not given),-8,-5,-2,2,1,2,-7,21,5,1
CCS(=O)(=O)c1ccc2oc(SCC(=O)NC(C)C3CC4CCC3C4)nc2c1 (stereo not given),-1,12,-11,-2,2,1,-15,3,2,2
O=C1CC(c2ccccc2)CN1C(=O)c1cccnc1 (stereo not given),2,0,0,7,3,1,2,-5,6,-3
CC(C)OCCCNC(=O)C1CCN(S(=O)(=O)N2CCCC2)CC1,-3,7,0,6,-5,-1,4,2,3,-6
COC(CNC(=O)c1ccc2c(c1)nc(C)n2-c1ccc(F)c(F)c1)OC,3,-4,3,-5,-6,-5,1,0,1,2
CCCCNCCOCCOc1ccccc1-c1ccccc1,-10,12,4,-1,4,-1,5,-4,6,1
O=C(Nc1ccc2c(c1)OCO2)c1ccc(COc2ccc3c(c2)CCC3)o1,-3,3,-19,7,9,-1,-10,4,-1,1
O=C1NC[C@@H](c2ccccc2)OC(=O)[C@H](Cc2ccc(F)cc2)C/C=C\C[C@@H]1CC(=O)N(CCO)Cc1ccccc1,2,4,-16,4,4,0,-2,1,-4,2
O=C(c1ccco1)N1CCN(c2ccccc2F)CC1,6,7,-6,-1,1,0,10,3,2,4
CCOC(=O)c1ccc(NC(=O)c2c(N)n(C)c(=O)[nH]c2=O)cc1,-8,3,-1,-7,9,0,-10,0,-7,0
NC(=O)c1sc2nccc(Nc3ccccc3)c2c1N,-6,1,0,10,2,-4,5,3,-3,4
COc1ccc(CC(=O)Nc2cc(S(=O)(=O)Nc3ccc(OC)cc3)ccc2OC)cc1,-1,4,-22,-5,6,3,-12,-5,5,-2
CCc1nc2c(OCc3ccc(C(=O)N(C)C)cc3)cccn2c1N(C)C(=O)Nc1ccccc1OC,2,8,.,6,4,-1,8,0,4,9
CCC1(c2ccc(Cl)cc2)NC(=S)N(c2ccc(C)cc2)N1 (stereo not given),0,8,3,7,12,1,0,10,0,2
CCCSc1ncc(Cl)c(C(=O)Nc2ccc(S(=O)(=O)Nc3ncccn3)cc2)n1,-3,-3,9,-2,2,-6,0,2,-5,2
C/C(=N\NC(=O)C1CC1)c1cccs1,2,0,-1,8,0,0,0,-1,5,-1
O=C(c1ccc(Cl)c(S(=O)(=O)N2CCCCCC2)c1)N1CCN(c2ccccc2O)CC1,-1,-10,-3,1,0,2,4,-1,-1,0
COc1ccc(-c2cc(=O)oc3cc4occ(C)c4cc23)cc1,3,8,-7,3,6,2,6,-2,-2,-2
CCN=C(NCC)SC1CC(=O)N(c2ccc(F)cc2)C1=O (stereo not given),-2,0,6,-7,0,1,0,2,3,3
# Continuation.
SMILES,GC-B act,TDP2 inh,HTRA1 inhibitor,SIAE primary,rCAG binder,LEDGF integ inh,mABHD4 FP,PRMT1 FP inh,TCR-CD3 inh,MBD2 inh
O=C(CSc1nnc(-c2ccccn2)n1-c1ccccc1)c1ccc(Cl)c(Cl)c1,-3,-1,.,1,1,0,-1,-5,.,-3
Nc1ccc(Br)cc1C(NCC(=O)O)c1ccccc1 (stereo not given),3,-4,.,3,3,1,-1,1,0,-3
CC(NS(=O)(=O)c1ccc2[nH]c(=O)c(=O)[nH]c2c1)C(=O)O (stereo not given),-2,-1,8,-1,0,1,-3,7,-2,3
CCOP(=O)(OCC)/C(C#N)=C/c1ccc([N+](=O)[O-])cc1,-4,5,3,3,1,-6,4,5,2,0
COc1ccc(C)cc1S(=O)(=O)N1CCCC(C(=O)N2CCN(c3ccccc3)CC2)C1 (stereo not given),9,-3,0,0,-7,4,4,-2,0,-5
Brc1ccc2c(c1)C(c1cccs1)=NNC(c1cccnc1)=N2,-8,-8,-7,-6,10,-2,-3,0,5,3
CCC(C(=O)NCc1cccs1)n1nc(C)n2c(cc3occc32)c1=O (stereo not given),-7,13,9,2,3,0,7,-2,3,-4
Cc1c(C(=O)N(C)CCn2ccnc2C)oc2c(F)cccc12,3,10,1,-1,-3,-2,8,-1,1,-5
COC(=O)c1c(NC(=O)CSc2nnc(-c3cccnc3)n2Cc2ccco2)sc(C)c1C,-2,-4,-2,-8,-1,-3,-1,0,7,-1
FC(F)(F)c1ccccc1NC(=S)N1CCN(c2ncccn2)CC1,0,1,6,-2,3,0,-11,2,-8,2
Cc1ccc(S(=O)(=O)N(C)CCCC(=O)Nc2ccc(C)cc2C)cc1,-2,2,-1,-4,-3,1,8,-1,-1,0
COCCNC(=O)C(OC(=O)c1ccco1)c1ccccc1OC (stereo not given),-2,-12,5,-4,-3,-1,-15,4,-5,2
CCCCCCn1c(=O)n2n(c1=O)C[C@]1(OC(=O)NCC3CCCCC3)CN(S(=O)(=O)c3ccc(C)cc3)C[C@]1(O)C2,1,-4,-77,-33,9,-1,-7,6,0,0
CSc1ccc(/C=N/NC(=O)c2sccc2C)cc1,-3,0,-10,-8,4,0,-6,4,-1,2
CCCc1cc(=O)[nH]c2nnc(SCC(=O)Nc3ccc(C(C)=O)cc3)n12,2,13,4,3,1,4,5,0,7,-3
COc1cc2cc(C(=O)N(C)Cc3ccccc3)[nH]c2cc1OC,-2,-7,3,3,-2,3,-2,-1,-3,-1
CC(C)CCNC(=O)CN(CC1CCCO1)C(=O)CCC(=O)Nc1ccccn1 (stereo not given),5,5,6,2,-10,2,-3,-1,1,-6
Cc1ccc(/C=C/C(=O)Nc2ncc(C)s2)o1,-5,13,1,6,12,4,8,16,-3,-5
O=C(Cc1coc2cc(O)ccc12)NNC(=O)c1ccc(Br)s1,5,9,7,4,22,1,9,4,0,0
CN(C)c1ccc(NC(=O)/C=C/c2c(Cl)cccc2Cl)cc1,-1,10,-3,-2,3,2,-3,2,4,3
C=CCn1c(=N)n(CC(=O)c2ccc(Cl)cc2)c2ccccc21,-8,-7,-25,11,8,-2,6,-1,-4,1
CCc1ccc(NC(=O)CSc2nnc(CNC(=O)c3ccco3)o2)cc1,-1,5,-6,-2,-1,0,1,3,2,-2
COc1ccc(NC(=O)N2CCC(NC(=O)c3ccco3)CC2)cc1,4,12,-6,16,0,-4,-1,-2,2,0
O=C(c1ccc(Br)cc1)N(C1=NCCCCS1)c1ccccc1,-12,2,-7,5,-2,-1,2,-2,8,3
O=C(COC(=O)c1ccccc1Br)NCCc1ccc(F)cc1,-3,-7,-6,-2,-5,-3,-10,2,-3,12
# Going on with the list.
SMILES,GC-B act,TDP2 inh,HTRA1 inhibitor,SIAE primary,rCAG binder,LEDGF integ inh,mABHD4 FP,PRMT1 FP inh,TCR-CD3 inh,MBD2 inh
Cc1ccccc1CN1CCCCC(NC(=O)Nc2cccc([N+](=O)[O-])c2)C1=O (stereo not given),-4,2,.,-4,6,0,2,-2,.,0
CCCCNC(=O)c1c(CSc2ccc(Cl)cc2)noc1C(=O)NCCC,-4,-9,-24,5,0,-1,16,0,-1,3
O=C(Nc1ccc2c(c1)OCO2)OC1CCC12CCC(c1ccccc1)CC2 (stereo not given),-8,-2,.,-14,5,1,-26,1,.,7
O=C(NCC1CCCO1)/C(=C\c1ccco1)NC(=O)c1ccc(Cl)cc1 (stereo not given),0,-11,0,-3,1,-6,-8,10,-7,1
COc1cc(/C=N/NC(=O)COc2c(C)cc([N+](=O)[O-])cc2C)ccc1OC(=O)c1ccccc1,5,2,-32,-18,12,-2,-12,3,-2,2
O=C(CNC(=O)N1CC(=O)Nc2ccccc21)NCc1ccccc1Cl,-3,-17,2,-1,1,1,2,-6,0,-4
CCOC(=O)N1CCN(C(=O)c2ccc(OC)c(S(=O)(=O)N3CCOCC3)c2)CC1,-2,-2,-3,-3,-4,-3,1,-3,5,-1
COc1ccc(-n2nnnc2SCC(=O)N2C(C)CCCC2C)c(OC)c1 (stereo not given),4,-14,6,-3,-4,0,3,0,1,6
Cc1ccc(OCC(=O)NCc2ccco2)cc1C,1,0,-6,-2,5,-2,10,6,-9,0
Cc1ccc(S(=O)(=O)Nc2cc(=O)[nH]c3c2CCC3)cc1,-5,-2,-3,4,-2,-1,9,3,-2,3
CN1C(=O)/C(=C/c2ccccc2Cl)Sc2ccc(C(=O)N3CCCC3)cc21,4,-16,-12,1,2,-7,4,3,-9,-1
CSc1ncccc1C(=O)NCCc1ccc(Cl)cc1,-1,-12,1,-8,4,-7,-4,4,3,1
CCOC(=O)/C(=N\Nc1ncnc2ccccc12)c1ccc(C)cc1,-2,2,-6,-3,9,3,-2,1,2,-4
CCN1C(=O)N[C@@H](c2cccc(C(F)(F)F)c2)[C@H](C(C)=O)[C@H]1C,4,2,4,9,-1,-3,5,2,3,0
CC1=C(C(=O)Nc2ccccc2F)C(c2ccsc2)C2=C(CC(c3ccccc3)CC2=O)N1 (stereo not given),0,1,-18,0,-1,-1,0,0,0,1
COc1cccc(/C=C2\CC(C)Cc3c2nc2ccccc2c3C(=O)O)c1OC (stereo not given),1,5,4,7,7,7,19,-1,6,-6
